Screening data: PubChem, several laboratories
RSV antiviral HEp-2 = RSV antiviral activity via CPE protection, HEp-2 cells, primary 10 µM value included (AID 2391); HEp-2 cells, RSV-induced CPE inhibition; higher % means a stronger effect; one-dose CPE inhibition, % at 10 µM; IC50 in µM for titrated hits; 0.13% of 310,000 active; in the data active means a potency from the dose series; inconclusive means CPE inhibition mostly from about 23% at the one dose, without a potency; inactive means the rest, 99 in 100 with CPE inhibition below about 21%; further: strong numbers were not always called active
TNAP activators = human TNAP enzyme activators, primary screen, biochemical, luminescent, no phosphate acceptor, uHTS (AID 1001). purified TNAP, luminescent activation assay, no phosphate acceptor; higher activation fold means a stronger effect. one-dose activation fold at 20 µM; EC50 in µM for titrated hits. 0.03% of 200,000 active; in the data active means activation fold from about 3, or a potency from the dose series; inactive means the rest, 99 in 100 with activation fold below about 1.6; further: many of its hits are not listed in these tables
T cell HTS = T cell immune modulation candidate. 2C CD8+ T cell-vesicle binding, flow cytometry; stronger effect = lower value. calls only at 7 µM. 0.068% of 330,000 active;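 active means response, share of CD8 T cells binding vesicles, and their 90th percentile fluorescence all below set limits, cut at about 80% in these data, passing the limit was not always enough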
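Material: 2C TCR transgenic mouse naive CD8+ T cells, MACS-purified. Also added: QL9-charged Drosophila Ld/ICAM-1/B7-1 vesicles. Timing: binding 1.5 h at 37 °C. Measured by: high-throughput flow cytometry with anti-B7-1 and anti-CD8 staining. Read-out: percent CD8+ FL2 mean versus row control. Controls: Unloaded micro-vesicles (low), QL9 vesicles with 0.7% DMSO (high).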
P. falciparum M17LAP = P. falciparum M17LAP inhibitors, primary screen, biochemical, fluorogenic H-Leu-NHMec substrate, 1536-well (AID 1619); recombinant M17LAP, H-Leu-NHMec fluorogenic kinetic assay; higher % means a stronger effect; inhibition, % at 30 µM, or IC50 in µM where a hit was titrated; 0.38% of 220,000 active;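 active means compound inhibiting the enzyme by more than half at any dose during confirmatory dose-response retesting; inconclusive means strong single-dose inhibitors picked by rank but not retested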;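 further: plate controls were full reaction with DMSO carrier for no effect and no enzyme background for full effect; strong numbers were not always called active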
PMI inhibition = human PMI inhibitors, high substrate, primary screen, biochemical, fluorescence intensity, high mannose 6-phosphate (AID 1220). recombinant PMI enzyme, coupled fluorescence intensity; higher % means a stronger effect. 0.66% of 190,000 active. inhibition, % at 20 µM; hits with a dose series show IC50 in µM
human PMI inhibition = inhibitors of human PMI, primary screen, biochemical, fluorescence intensity, coupled assay (AID 1209). purified PMI enzyme, coupled fluorescence intensity; higher % means a stronger effect. inhibition, % at 20 µM, or IC50 in µM where a hit was titrated. 0.42% of 190,000 active;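 further: plate controls were DMSO vehicle for no effect and wells lacking substrate for full effect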
UTI89 phage lysis = protection from phage-mediated lysis, alamar blue read-out – E. coli UTI89, K1F phage, bacterial capsule biogenesis inhibitors (AID 488966); inhibition, % at 100 µM, or IC50 in µM where a hit was titrated; E. coli UTI89 K1F phage lysis, alamar blue, 2 h; higher % means a stronger effect; 0.02% of 340,000 active;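 active means phage lysis inhibition, versus mean bacterial control, above a set limit; inconclusive means no clear call, values can overlap the other calls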;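 further: capsule biogenesis inhibitors block K1F phage lysis so surviving cells raise fluorescence; higher fluorescence means more inhibition of phage lysis; actives were called in the ten point dose series up to 300 µM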
West Nile antiviral = inhibition of WNV-induced cytopathic effect – cell-based, CPE readout (AID 1621); West Nile virus-infected cells, CPE inhibition; higher % means a stronger effect; 0.02% of 290,000 active; one-dose CPE inhibition, % at 10 µM; IC50 in µM for titrated hits; in the data active means a potency from the dose series; inconclusive means CPE inhibition mostly from about 3.7% at the one dose, without a potency; inactive means the rest, 99 in 100 with CPE inhibition below about 2.2%; further: strong numbers were not always called active
M1AAP inhibition = P. falciparum M1AAP inhibitors, biochemical, fluorogenic H-Leu-NHMec substrate, 1536-well (AID 1445). recombinant M1AAP, H-Leu-NHMec fluorogenic kinetic assay; higher % means a stronger effect. one-dose inhibition, % at 30 µM; IC50 in µM for titrated hits. 0.42% of 220,000 active;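 active means primary inhibition above the hit cutoff, then over 50% inhibition at one or more dose response concentrations, cut at about 23% in these data, passing the limit was not always enough; inconclusive means conflicting primary data, or primary hits not chosen for dose response; inactive means low primary inhibition, or under 50% at every dose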;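 further: plate controls were DMSO full reaction for no effect and no enzyme background for full effect; strong numbers were not always called active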
T cell HTS vesicle-bound % = further read-out of T cell HTS, marked with its call; double positive events, %; measured here: CD8+ vesicle-bound cell fraction;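 binding gate set so that unloaded-vesicle control wells show 10% double positive cells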
Active calls of the source: *; i = inactive; ? = inconclusive; / = no result given; [ ] = dose if it differs, or a comment. Unless noted, no stated cut-off is given here; in the data, active means inhibition above about 50%; inactive means the rest.

SMILES	RSV antiviral HEp-2	TNAP activators	T cell HTS	T cell HTS vesicle-bound %	P. falciparum M17LAP	PMI inhibition	human PMI inhibition	UTI89 phage lysis	West Nile antiviral	M1AAP inhibition
Nc1c(C(=O)NC2CC2)sc2nc3c(c(-c4ccco4)c12)CC/C3=C/c1ccco1	-0.3%	0.8	i	53.1	7.6%	0.1%	-31.5%	3.7%	0.0%	17.0%
CC(NC(=S)N1CCOCC1)c1ccccc1 (stereo not drawn)	1.0%	1.1	i	51.7	-3.8%	-2.8%	-5.3%	2.8%	-0.2%	8.7%
CC(NC(=O)c1cc2ccccc2oc1=O)c1ccccc1 (stereo not drawn)	0.9%	/	i	58.2	/	/	/	0.7%	-0.5%	/
CCOc1c2ccc(C(=O)NCc3ccc(OC(F)(F)F)cc3)cc2nn1CC	2.2%	1.1	i	37.5	-21.3%	6.2%	10.5%	0.8%	-0.3%	11.8%
CCOC(=O)C1(Cc2cccc(OC)c2)CCCN(CCO)C1 (stereo not drawn)	-0.4%	/	i	56.6	/	/	/	0.1%	-0.4%	/
CCN(CC)S(=O)(=O)c1ccc2[nH]cc(C(=O)NCCN3CCCCC3C)c(=O)c2c1 (stereo not drawn)	0.0%	1	i	25.1	-16.4%	-5.8%	-8.7%	0.2%	/	8.1%
CCOC(=O)N1CCN(C(=O)C2CCN(c3ncnc4c3sc3cccc(F)c34)CC2)CC1	2.1%	1.1	i	1.7	15.3%	8.5%	12.6%	-0.7%	-0.2%	8.9%
Cn1nnnc1SCC(=O)NNC(=O)c1ccc(Cl)cc1	1.0%	1.3	i	55.4	-6.1%	0.8%	3.4%	0.2%	-0.4%	3.4%
O=S(=O)(Nc1ccc(-c2cn3c(n2)SCC3)cc1)c1ccccc1F	?	/	i	18.0	/	/	/	0.0%	0.6%	/
CC[n+]1c(C)sc2sc3ccccc3c21	3.7%	/	i	18.7	-4.1%	/	/	/	-0.1%	10.5%
O=C1c2ccccc2C(=O)C12OC(c1ccccc1)C1(C(=O)c3ccccc3C1=O)C2c1ccc([N+](=O)[O-])cc1 (stereo not drawn)	7.0%	/	i	55.5	18.9%	/	/	0.3%	0.3%	-2.8%
C=CCn1c(SCC(=O)Nc2cc(NC(C)=O)ccc2OC)nnc1-c1cccnc1	2.0%	1.1	i	33.5	0.8%	1.1%	-11.2%	-0.1%	0.7%	3.6%
O=[N+]([O-])c1ccccc1S(=O)(=O)Nc1ncccn1	0.4%	/	i	49.2	/	/	/	0.4%	0.6%	/
CC(C)C(C)NC(=O)COC(=O)c1cc(S(=O)(=O)N(C)C)ccc1N1CCCC1 (stereo not drawn)	1.9%	1	i	54.5	-4.7%	3.9%	5.1%	/	0.1%	-2.0%
CN(C)/C=C(\C#N)C(=O)c1cccnc1Oc1cccc(F)c1	0.8%	1	i	48.6	2.4%	5.8%	-2.4%	11.2%	-0.1%	1.3%
Cc1oc2cc(OC(C)C(=O)O)ccc2c(=O)c1Oc1ccccc1 (stereo not drawn)	2.7%	1.1	i	36.1	0.2%	-4.0%	2.1%	1.3%	0.2%	-7.5%
Cc1c(Cl)cccc1NC(CC(=O)c1ccccc1)C(=O)O (stereo not drawn)	2.1%	1.1	i	40.9	49.4%	-7.0%	-7.9%	1.8%	-1.1%	9.8%
CCSc1nnc(NC(=O)CSc2c(Cl)cccc2Cl)s1	2.3%	1	i	56.7	1.9%	15.7%	13.3%	2.3%	-0.2%	4.4%
COc1ccc(-n2c(Cc3cccn3C)nnc2SCC(=O)Nc2ccc(F)cc2)cc1	2.8%	1.1	i	58.6	-0.7%	3.7%	7.3%	-2.8%	-0.3%	12.0%
O=C(NC1CC1)c1ccc(CSCc2ccccc2Cl)o1	6.5%	/	i	26.1	/	/	/	0.2%	-0.3%	/
Cn1c(COc2ccccc2)nc2ccccc21	1.2%	/	i	60.1	/	/	/	1.2%	-0.2%	/
Cc1cc(C)c(C(=O)CN2C(=O)NC3(CCC(C)CC3)C2=O)cc1C (stereo not drawn)	0.8%	1	i	34.6	-5.1%	-6.1%	-9.0%	4.1%	0.0%	-7.2%
Cc1onc(-c2ccc(Cl)cc2Cl)c1-c1csc(COc2ccccc2)n1	11.8%	/	i	9.8	5.9%	/	/	-0.5%	-1.0%	-0.3%
CC(C)(C)NS(=O)(=O)c1cc(C(=O)Nc2sccc2C#N)ccc1Cl	2.7%	1.1	i	26.9	28.5%	1.9%	-4.9%	0.1%	-0.6%	11.0%
CCN(CC)S(=O)(=O)c1ccc(N2CCCC2)c(NC(=O)Cc2ccccc2)c1	-1.0%	/	i	48.4	/	/	/	-0.4%	-0.1%	/

The list goes on; it opens with the 4 that closed the last part.
SMILES	RSV antiviral HEp-2	TNAP activators	T cell HTS	T cell HTS vesicle-bound %	P. falciparum M17LAP	PMI inhibition	human PMI inhibition	UTI89 phage lysis	West Nile antiviral	M1AAP inhibition
Cc1cc(C)c(C(=O)CN2C(=O)NC3(CCC(C)CC3)C2=O)cc1C (stereo not drawn)	0.8%	1	i	34.6	-5.1%	-6.1%	-9.0%	4.1%	0.0%	-7.2%
Cc1onc(-c2ccc(Cl)cc2Cl)c1-c1csc(COc2ccccc2)n1	11.8%	/	i	9.8	5.9%	/	/	-0.5%	-1.0%	-0.3%
CC(C)(C)NS(=O)(=O)c1cc(C(=O)Nc2sccc2C#N)ccc1Cl	2.7%	1.1	i	26.9	28.5%	1.9%	-4.9%	0.1%	-0.6%	11.0%
CCN(CC)S(=O)(=O)c1ccc(N2CCCC2)c(NC(=O)Cc2ccccc2)c1	-1.0%	/	i	48.4	/	/	/	-0.4%	-0.1%	/
O=C(NCCCN1CCOCC1)C(=O)N/N=C/c1c(Cl)cccc1Cl	0.4%	1.1	i	58.4	59.8%	5.9%	7.1%	-0.2%	-0.3%	-7.6%
CCC(C)(C)NC(=O)C(c1ccc(C)cc1)N(Cc1ccco1)C(=O)CCC(=O)Nc1nccs1 (stereo not drawn)	-0.1%	1	i	40.8	3.9%	4.9%	-0.6%	-1.1%[50 µM]	-0.3%	9.8%
CC(C)(C)c1nc2sc3c(c2c(=O)o1)CCCC3	1.4%	1.1	i	31.4	9.6%	-1.0%	2.2%	0.5%	-0.1%	-1.1%
COc1ccccc1Cn1c(-c2ccccc2OC)nc2ccccc21	14.8%	1.1	i	12.8	7.8%	-9.2%	-12.8%	-0.1%	0.2%	15.8%
CCCCn1c(=O)nc2n(-c3ccc(Cl)cc3)c3ccccc3cc-2c1=O	3.0%	1.1	i	50.4	7.0%	-48.5%	-51.8%	1.2%	-0.5%	-3.2%
Cc1nn(C)c(Oc2ccccc2)c1CCNS(=O)(=O)c1ccccc1	1.5%	0.9	i	26.1	0.4%	1.9%	8.4%	-0.1%	-1.4%	-2.0%
COCCn1c(C)cc(C(=O)CSc2ccc(NC(C)=O)cc2)c1C	2.8%	1.1	i	31.1	-1.5%	11.4%	2.8%	-0.4%	0.0%	1.1%
CCCc1cc(=O)oc2c(C)c(OCC(=O)N3CCC(C(=O)O)(c4ccccc4)CC3)ccc12	0.7%	/	i	12.1	/	/	/	1.0%	0.2%	/
CCOc1cc(/C=N/O)cc(Br)c1OCC(=O)NCc1ccccc1	3.5%	1.1	i	27.2	-7.5%	11.2%	9.2%	-0.7%[50 µM]	-1.5%	4.3%
Cc1nc2ncnn2c(N2CCN(C(=O)Cc3cccs3)CC2)c1C	1.1%	1.1	i	36.2	-10.3%	-1.7%	5.8%	5.3%	-0.3%	-9.5%
O=[N+]([O-])c1cccc2ccc(/C=C/c3ccc(F)cc3)nc12	9.0%	1.1	i	19.0	-3.3%	2.5%	3.5%	-1.0%[50 µM]	-1.5%	8.6%
NS(=O)(=O)c1ccc(NC(=S)N2CCN(c3ccc(Cl)c(Cl)c3)CC2)cc1	11.4%	1.1	i	46.7	11.7%	14.2%	12.0%	-0.3%	-0.7%	-1.8%
CC1CCCC(C)N1c1nnc(NC(=O)c2cc(-c3ccc(Br)cc3)on2)s1 (stereo not drawn)	8.0%	1.1	i	16.1	4.7%	20.3%	15.6%	0.4%	/	5.8%
O=C(CN(Cc1ccc(Cl)cc1)C(=O)c1csnn1)NCc1ccccc1	0.4%	/	i	38.3	/	/	/	-0.4%	-0.2%	/
O=C(O)c1ccc(N=Nc2c(O)ccc3ncccc23)cc1	-0.1%	/	i	43.2	/	/	/	0.3%	-1.5%	/
CCOc1ccccc1NC(=O)C1CCN(S(=O)(=O)c2c(C)noc2C)CC1	1.1%	1.1	i	47.0	-0.6%	2.7%	5.5%	2.4%	0.0%	-1.4%
Cc1ccc2c(c1)N(C(=O)CCC(=O)N1CCOCC1)CC(C)O2 (stereo not drawn)	3.0%	/	i	38.4	/	/	/	-0.3%	-0.4%	/
O=C(COc1ccccc1)NCCc1nc2ccccc2[nH]1	1.0%	1.1	i	40.6	-9.2%	3.8%	5.1%	-0.1%	-0.2%	4.5%
CC(C)c1onc(C(=O)Nc2cccc(Cl)c2)c1[N+](=O)[O-]	5.0%	1	i	60.5	2.4%	3.2%	-4.9%	-0.1%	0.2%	6.3%
Cc1ccc2c(c1)N(C(=O)CCC(=O)Nc1ccccc1Cl)CC(C)O2 (stereo not drawn)	2.6%	/	i	48.4	/	/	/	-0.5%	-1.1%	/
CCC(=O)Nc1nc2ccc(NC(C)=O)cc2s1	1.5%	1.1	i	19.2	8.2%	-0.9%	1.8%	0.3%	0.7%	-1.5%
O=C(Nc1nnc(-c2cccs2)s1)C1CC1	1.2%	1.1	i	49.4	6.8%	-0.2%	-0.7%	0.6%	0.7%	0.6%
CC(C)CCN(C)C1CCN(S(=O)(=O)c2cccc(C(F)(F)F)c2)CC1	-1.5%	1.1	i	22.7	12.1%	0.4%	8.0%	3.0%	/	-2.4%
O=C(c1ccccc1)N1CCN=C1c1ccccc1	0.5%	1.1	i	52.9	9.7%	-14.7%	-7.7%	1.2%[50 µM]	-0.3%	1.5%
O=C1CSC(=Nc2cccc(C(=O)O)c2)N1	1.0%	/	i	40.6	/	/	/	0.1%	-0.1%	/
CCOC(=O)C1CN(S(=O)(=O)c2cccs2)c2ccc(CC(=O)OC)cc2O1 (stereo not drawn)	0.6%	/	i	12.5	/	/	/	1.2%[50 µM]	-0.5%	/
CCOC(=O)CSc1nnc(CNC(=O)c2ccc(OC)cc2)n1-c1ccc(OC)cc1	2.5%	1	i	34.5	3.5%	1.3%	-9.5%	-0.9%	0.1%	-3.5%
